Bioassay records (PubChem)
PV pol inh = inhibitors of poliovirus RNA polymerase binding and polymerization | AID 588519 | poliovirus polymerase elongation, fluorescence polarization; active compounds read low | 150,000 tested, 0.66% active | % elongation, % (compound at 16.7 µg/mL) | P03300; in the data active = % elongation below about 90%; also: some results filed as inactive read as strong as hits
Target sequence (P03300 1749-2209 limits assumed): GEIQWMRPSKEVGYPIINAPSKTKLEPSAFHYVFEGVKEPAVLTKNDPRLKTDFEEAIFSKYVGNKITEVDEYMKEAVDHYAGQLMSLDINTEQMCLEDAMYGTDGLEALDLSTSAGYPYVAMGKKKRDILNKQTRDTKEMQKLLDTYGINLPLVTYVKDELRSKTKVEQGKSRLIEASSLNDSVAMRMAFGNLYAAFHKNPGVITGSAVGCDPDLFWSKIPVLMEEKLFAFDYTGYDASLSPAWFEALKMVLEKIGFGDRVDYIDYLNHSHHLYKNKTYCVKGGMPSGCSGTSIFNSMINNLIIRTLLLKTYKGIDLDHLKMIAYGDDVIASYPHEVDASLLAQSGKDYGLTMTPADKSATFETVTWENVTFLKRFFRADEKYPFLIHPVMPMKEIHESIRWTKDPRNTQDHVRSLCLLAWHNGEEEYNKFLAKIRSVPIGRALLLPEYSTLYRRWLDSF
PV pol inh FP z-score = also measured in PV pol inh; calls as there; z-score; measured here: FP z-score; hits read low
Numbers without * were called inactive; & = joins results of further samples. A portion of the library, so the mix of outcomes need not match the whole.

Start of the data: the first 6 records, ahead of the listing:
SMILES	PV pol inh	PV pol inh FP z-score
O=C(CCCSc1nc2ccccc2s1)Nc1nccs1	103	0.1
CCN(CC)S(=O)(=O)c1cccc(-c2nnc(SCc3nc4cc(C(=O)O)ccc4c(=O)[nH]3)o2)c1	102	-0.2
O=C1CS/C(=N/C(=O)NC2(C(F)(F)F)Oc3ccc(Cl)cc3O2)N1 (stereo not given)	104	2.1
COc1ccccc1N1CCN(c2ncnc3onc(C)c23)CC1	101	-0.3
O=C(CSc1nccn1Cc1ccco1)Nc1ccc(F)cc1	107	-0.1
COc1cc(C)c(NS(=O)(=O)c2cccs2)cc1OC	100	-0.1

Results, from the first entry:
SMILES	PV pol inh	PV pol inh FP z-score
O=C(CCCSc1nc2ccccc2s1)Nc1nccs1	103	0.1
CCN(CC)S(=O)(=O)c1cccc(-c2nnc(SCc3nc4cc(C(=O)O)ccc4c(=O)[nH]3)o2)c1	102	-0.2
O=C1CS/C(=N/C(=O)NC2(C(F)(F)F)Oc3ccc(Cl)cc3O2)N1 (stereo not given)	104	2.1
COc1ccccc1N1CCN(c2ncnc3onc(C)c23)CC1	101	-0.3
O=C(CSc1nccn1Cc1ccco1)Nc1ccc(F)cc1	107	-0.1
COc1cc(C)c(NS(=O)(=O)c2cccs2)cc1OC	100	-0.1
COc1ccc(-c2nc(C#N)c(NC3CCCCC3)o2)cc1	99	-0.4
CN(C(=O)c1snc2ccc(Cl)cc12)c1ccccc1	102	0.1
CN1C(=S)Cc2cc(Br)ccc21	92	-0.8
Brc1ccc2c(c1)OCCOCCOCCO2	107	0.5
O=C(C1COc2ccccc2O1)N(CC1CCCO1)c1nc2ccccc2s1 (stereo not given)	106	0.3
Cc1ccc(CNC(=O)c2n[nH]c3c2CCCC3)cc1	102	0.2
Cc1ccc(N2C(=O)c3ccc(-c4nc5ccccc5o4)cc3C2=O)cc1C	103	1
CCSc1nc2ccccc2c(=O)n1C1CCCC1	101	0.3
C=C1C(C(=O)NCC2CCCO2)C1C(=O)NCC1CCCO1 (stereo not given)	101	-0.1
CN(C1CCCCC1)S(=O)(=O)N1CCCC(C(=O)NCCCc2ccccc2)C1 (stereo not given)	101	-0.1
CC(C)(CO)NC(=O)C12CC3CC(CC(Cl)(C3)C1)C2	99	-1.1
O=C(COc1ccccc1)Nc1ncc2c(n1)CCCC2=O	100	-0.2
CCOC=C1C(=O)c2ccccc2C1=O	91	-2.3
Cc1cc(C)cc(-n2nnc(-c3nc(-c4ccc5c(c4)OCO5)no3)c2C)c1	106	0
COc1ccc(CCC(=O)NC2CC(=O)N(c3ccc(F)cc3)C2)cc1 (stereo not given)	102	-1.1
Cc1cc2nc(Oc3ccccc3)c3ccccc3n2n1	103	-0.2
Cc1ccc(NC(=O)/C=C2/SC(=O)N(CN3CCCCC3)C2=O)cc1	94	-1.6
COc1cc(/C=N/NC(=O)c2cc(-c3cccn3C)n[nH]2)cc(OC)c1OC	102	0.1
CCCCN(CCCNC(=O)c1c(C)oc2nc[nH]c(=O)c12)Cc1ccccc1	103	-0.1
(next part)
SMILES	PV pol inh	PV pol inh FP z-score
COC(=O)C1=C(Nc2ccccc2NS(=O)(=O)c2cn(C)cn2)CSC1	100	-0.6
Cc1c(Cl)c(O)c(Cl)c(C)c1N(S(=O)(=O)c1ccccc1)S(=O)(=O)c1ccccc1	104	0.6
COc1cccc(NC(=O)CCSc2nnc3ccc4ccccc4n23)c1	100	-0.2
CC(/C=N/N=C1\SC(CC(=O)Nc2ccc(Cl)cc2)C(=O)N1Cc1ccco1)=C\c1ccccc1 (stereo not given)	100	-0.2
O=C(c1cnn(C(=O)C2CC2)c1)c1cc(Cl)ccc1O	98	-0.9
CN(Cc1ccccc1)C(=O)c1cc2c(s1)-c1ccccc1OC2	101	-0.3
N#CC1C(c2ccccc2F)C(C(N)=O)C(=O)NC1(O)c1ccccc1 (stereo not given)	101	0.4
COc1ccccc1OCCSc1nc(-c2ccccc2)c(-c2ccccc2)[nH]1	101	0
COc1ccccc1-c1nc2c(c(SCC(=O)Nc3c(C)cc(C)cc3C)n1)Cc1c(CO)cnc(C)c1O2	104	-0.5
CCOc1ccc(C(=O)NCC(c2ccc(Cl)cc2)N2CCCCC2)cc1 (stereo not given)	106	0.3
CN(C)c1cc(N)c2c(n1)CCC2	101	-0.2
COc1ccc(CNC(=O)C2CCN(S(=O)(=O)c3ccc4c(c3)CCCN4C(C)=O)CC2)cc1	103	-0.9
CC1(c2ccccc2)OC(=O)C(C#N)C12CCCCC2 (stereo not given)	101	-0.5
O=C(Cn1cc(C(F)(F)F)cc(Cl)c1=O)NC1CC1	106	-0.6
O=C(O)C1CCCN(S(=O)(=O)c2ccc(-c3ccc(=O)[nH]n3)s2)C1 (stereo not given)	101	0.1
Cc1nc(CC(=O)N2CCN(C/C=C/c3ccccc3)CC2)cs1	106	0.5
CCOC(=O)N1CCC2(CC1)C(C#N)=C(C)Nc1oc(C)nc12	105	0.3
Cc1ccc(C(=O)Cn2c(=N)sc3cc(C)ccc32)cc1	100	0
CCn1c(=O)cc(SCC(=O)NCCN2CCN(Cc3ccccc3)CC2)c2ccccc21	102	-0.3
O=C(COc1ccc(Oc2ccccc2)cc1)N1CCN(Cc2ccccc2)CC1	101	-0.1
O=C(CN1C(=O)c2cccc3cccc1c23)N/N=C/c1ccncc1	100	-0.3
O=C(Nc1n[nH]c(C(F)(F)F)n1)c1ccco1	102&104	0&0.2
CCc1ccc(N2CC(c3nnc(NC(=O)c4ccco4)s3)CC2=O)cc1 (stereo not given)	97	-2.1
COc1ccc(NC(=O)c2oc3ccccc3c2NC(=O)c2cc(=O)c3c(C)cc(C)cc3o2)cc1	107	-0.1
CCCCN(C)CC(O)Cn1cc(/C=C/C(=O)c2ccc(OCC)cc2)c2ccccc21 (stereo not given)	107	0.1
Going on with the list:
SMILES	PV pol inh	PV pol inh FP z-score
O=C(O)CC1SC(N2CCCC2)=NC1=O (stereo not given)	101	0
Cc1occc1C(=O)Nc1cccc(-c2nn[nH]n2)c1	106	2
CCn1cc(C(=O)NC2CCCCCCC2)c(=O)c2cc(S(=O)(=O)N(C)C)ccc21	100	-0.1
O=CN/N=C/c1ccc(C(=O)O)cc1	101	0
COc1cccc(Nc2nc3ccccc3nc2NS(=O)(=O)c2cccs2)c1	97	-0.2
O=C(OCCN1C(=O)c2ccccc2C1=O)c1ccccc1	102	0.2
Cc1ccccc1C(=O)N1CCC(c2nc(-c3ccc(S(=O)(=O)N4CCCC4)cc3)no2)CC1	103	-0.8
Nc1ncnc2nc(SCCO)[nH]c12	101	0
CCOC(=O)c1c(C)oc2ccc(OCC(N)=O)cc12	101	-0.6
Cc1ccc(NC(=O)CSc2nnc(-c3cc4occc4n3C)n2-c2ccccc2C)c(Cl)c1	120	1.5
COc1ccc2[nH]c3c(c2c1)CN(C)CC3	103	0.1
CC1CCc2nn(CC(=O)N3CCc4ccccc43)cc2C1 (stereo not given)	103	0.4
CCOc1ccc(NC(=O)CCS(=O)(=O)c2ccc(Br)s2)cc1	106	0.5
CSc1ncc(Cl)c(C(=O)Nc2nnc(SCc3ccc(F)cc3)s2)n1	104	0.2
COc1ccccc1-n1c(-c2cccs2)nn(CN2CCCC(O)C2)c1=S (stereo not given)	99	-1
Cc1cc(C(=O)OCC(=O)C(C)(C)C)c(C)o1	100	-0.6
COc1ccc2c(=O)c(-c3ccccn3)coc2c1	101	0.2
O=C(CSc1nc2nccnc2c(=O)n1CCc1c[nH]c2ccccc12)Nc1ccccc1F	110	0.8
O=C(Cn1c(=O)ccc2cc(S(=O)(=O)N3CCCC3)ccc21)Nc1ccccc1	102	-1.2
Cc1cc(NC(=O)C(C)(C)C)cc(-c2nc3ncccc3o2)c1O	106	0.2
COCCNC(=O)CCCn1c(SCC(=O)Nc2ccc(F)cc2)nc2c(sc3ccccc32)c1=O	102	-0.2
NC(=O)C(C(=O)/C=C/c1ccccc1)=C1SCCS1	105	0.4
CCOC(=O)c1nc(-c2cc[n+](C)cc2)no1	101	0.4
CCCCNc1c2c(c(C#N)c3nc4ccccc4n13)CCC2	101	-0.4
CN(C)Cc1n[nH]c(=S)o1	75*	-4.5*
More compounds.
SMILES	PV pol inh	PV pol inh FP z-score
CCOc1cc(C2c3c(oc4ccccc4c3=O)C(=O)N2Cc2ccc(OC)cc2)ccc1O (stereo not given)	108	0.5
CC1=C(c2ccc(F)cc2)S(=O)(=O)N=C1N1CCC(C(=O)NCCc2ccccc2C)CC1	111	0.5
COC(=O)c1nnn(CC(=O)NC(=O)Nc2ccccc2)c1C(=O)OC	101	0.2
Cc1ccccc1NC(=O)C1(N(C)C(=O)Cn2nnnc2N)CCCCC1	103	0.1
CCOC(=O)c1oc2ccc(Br)cc2c1CSc1nnc(C)s1	103	0.1
CCc1ccccc1NC(=O)c1nnn(-c2ccc(F)cc2)c1C	108	0.8
Cc1cccc(NC(=O)CSc2nc(C)c(Cc3ccccc3)c(=O)[nH]2)c1	102	-1
C=CCn1c(SCC(=O)OCC)nc2cc(C(=O)NCc3ccco3)ccc2c1=O	101	-0.4
Cc1ccc(NC(=O)c2c(C)oc3ccc(O)c(CN4CCOCC4)c23)c(C)c1	107	0.2
COC(=O)c1ccc(S(=O)(=O)NCc2ccc(N3CCN(C)CC3)cc2)o1	101	-0.5
CCOc1ccccc1-c1n[nH]c(=S)n1N	83*	-3.1*
O=C1CC(N(Cc2ccc3c(c2)OCO3)C(=O)Nc2ccc(F)cc2)C(=O)N1c1ccccc1 (stereo not given)	99	-0.2
Cc1cccc(OCC(=O)Nc2nonc2-c2ccc(Br)cc2)c1C	100	-1.1
NC(=O)c1cc(-c2csc(-c3ccccn3)n2)ccc1O	101	-0.4
Cc1ccc(NC(=O)Cn2nnc3sc4c(c3c2=O)CCC(C)C4)cc1 (stereo not given)	100	-0.4
Cc1ccccc1NC(=O)Cn1c(=O)n(CCCC(=O)NCc2ccc3c(c2)OCO3)c(=O)c2ccccc21	109	1
Cc1ccc(Cl)cc1-n1ncc2c(Nc3ccc4c(c3)OCCO4)ncnc21	107	0
CCc1ccc(NC(=O)c2ccc(F)c(S(=O)(=O)NCCc3ccc(OC)c(OC)c3)c2)cc1	116	1.6
Nc1nnc(CCc2ccccc2)s1	102	-0.1
C[C@H]1CC2C([C@@H](O)C[C@@]3(C)C2CC[C@]3(O)C(=O)CO)[C@@]2(C)C=CC(=O)C=C12 (stereo not given in full)	103	0.8
COc1cc(-c2nc3ccc(Cl)cn3c2NC(C)(C)C)ccc1O	104	0.6
CC(C)C1C(C#N)=C(N)Oc2c1oc(CO)cc2=O (stereo not given)	103	0.1
Cc1ccc(Nc2ccc3noc4c3c2C(=O)c2ccccc2-4)cc1	105	0.7
Cc1nn(C(N)=S)c2c1CC(COCCC(C)C)O2 (stereo not given)	111	2.5
Cc1cc(OCC(=O)Nc2ccccc2N2CCN(C(=O)C(C)C)CC2)cc(C)c1Cl	100	-0.1

Record cards (already shown):
Shown for COc1cc(-c2nc3ccc(Cl)cn3c2NC(C)(C)C)ccc1O : PV pol inh = 104; PV pol inh FP z-score = 0.6
Shown for C=CCn1c(SCC(=O)OCC)nc2cc(C(=O)NCc3ccco3)ccc2c1=O : PV pol inh = 101; PV pol inh FP z-score = -0.4

(listing goes on)
SMILES	PV pol inh	PV pol inh FP z-score
CCc1ccc(NC(=O)CSc2ccc3nc(-c4ccc(OC)cc4)cn3n2)cc1	107	-0.1
Cc1cc2nc3c(=O)[nH]c(=S)[nH]c3nc2cc1NC(=O)C(F)(F)F	93	-1.1
CC(C)COC(=O)C1C2C=CC3(CN(Cc4cccs4)C(=O)C13)O2 (stereo not given)	103	0.5
O=C(Cn1cc(C(=O)C2CCCCC2)c2ccccc21)Nc1ccccc1	102	0.2
CCOc1ccc(C(=O)NCc2ccc3c(c2)CCN3C(=O)c2ccc(Cl)cc2)cc1	111	0.9
COc1ccc(Cl)cc1NC(=O)C1CCN(c2nnc(C)c3c(C)n(-c4ccccc4)nc23)CC1	107	-0.2
CSc1c(C#N)c(N)nc2sc(C(=O)c3ccc(Cl)c(Cl)c3)c(N)c12	87	-3
Cn1c(O)c(C=NC(Cc2c[nH]c3ccccc23)C(=O)O)c(=O)n(C)c1=O (stereo not given)	104	1
CCN1CCN(CCCNC(=O)c2ccc3c(=O)n4c(nc3c2)CCCCC4)CC1	100	-0.6
COc1ccc(OC)c(/C=C/C(=O)Nc2cc(C(N)=O)cc(C(N)=O)c2)c1	100	-0.3
CC(=O)Nc1ccc2c(CSc3nncs3)cc(=O)oc2c1	101	-0.1
O=C(NCCS(=O)(=O)N1CCN(c2ccccc2F)CC1)C1CC(=O)N(c2ccc(F)cc2)C1 (stereo not given)	104	-0.7
CC1CCN(c2ncnc3c2cnn3Cc2ccc(Cl)cc2)CC1	103	0.3
Cc1ccc(CN2CCCn3nc(C(=O)NCc4ccccc4Cl)cc3C2=O)cc1	101	-0.8
Cc1cccc(/C=C2\SC(=O)N(C)C2=O)c1	97	-0.8
Cc1noc(/C=C/c2ccco2)c1S(=O)(=O)N1CCC(C(=O)O)CC1	105	1.4
CN(C)C=NC(=O)c1sc(S(C)(=O)=O)c2c1CCC=C2	106	0.4
CCN(C(=O)c1cnccc1C(F)(F)F)c1ccc(Cl)cc1Cl	103	-0.2

Given with each value named: part of the list above.
compound: O=C(Cn1cc(C(=O)C2CCCCC2)c2ccccc21)Nc1ccccc1
  PV pol inh = 102
  PV pol inh FP z-score = 0.2
compound: CCOc1ccc(C(=O)NCc2ccc3c(c2)CCN3C(=O)c2ccc(Cl)cc2)cc1
  PV pol inh = 111
  PV pol inh FP z-score = 0.9
compound: COc1ccc(Cl)cc1NC(=O)C1CCN(c2nnc(C)c3c(C)n(-c4ccccc4)nc23)CC1
  PV pol inh = 107
  PV pol inh FP z-score = -0.2
compound: CSc1c(C#N)c(N)nc2sc(C(=O)c3ccc(Cl)c(Cl)c3)c(N)c12
  PV pol inh = 87
  PV pol inh FP z-score = -3
